ATXN viability: cell viability loss in ATXN counter-screen | Potency, µM (doses to about 56.7 µM), usual class: cytotoxic | AID 651635 | 400,000 tested, 0.49% active | S2 cells (HEK-293 line with an ATXN2-luciferase reporter) viability, CellTiter-Fluor protease fluorescence, 24 h; further: nearly all actives have a fitted effect of over 40% in size
HepG2 tox: counter-screen for TGF-b inhibitors: cytotoxicity in HepG2 cells | HepG2 CAGA-GFP viability, ATP luminescence, 18 h | Potency, µM (series often up to 46.1 µM), inactives show top-dose activity change, negative = cytotoxicity, hits mostly cytotoxic | 410,000 tested, 0.76% active; further: some results filed as inactive show a strong effect at the top dose
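HepG2 CAGA-GFP cells (1000/well, DMEM with 1% FBS) received compound, then TGF-beta at 500 pg/mL final, and were incubated 18 hours at 37 degrees C. Viability was read by CellTiter-Glo luminescence. Media-only wells were set as complete cell-killing and DMSO as no toxicity.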
TGFb inhibitor: blocks TGF-b signaling; HepG2 CAGA-GFP TGF-b/SMAD3 reporter, GFP fluorescence, 18 h; TGF-beta stimulated, 500 pg/mL final; Potency, µM (highest dose often 46.1 µM), for the others: at the highest dose activity, negative = inhibition, most hits filed as inhibitors; 410,000 tested, 1.2% active; AID 588855; further: on the % scale 0 is the no-effect control and ±100 the full control effect; nearly all actives have a fitted effect of over 65% in size
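Cell-based qHTS in HEPG2 carrying a CAGA-GFP Smad reporter; compounds added before 500 pg/mL final TGF-beta, 18 h incubation at 37 degrees C, GFP fluorescence quantified per cell by imaging cytometry.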
EPAC2 antagonist: blocks human EPAC2 exchange factor | Q8WZA2 | EPAC2 GEF exchange of Rap1B-BODIPY-GDP, fluorescence | 360,000 tested, 0.18% active | Potency, µM (highest dose often 114 µM), inactives show at the top dose activity, negative = inhibition, hits mostly inhibitors; further: on the % scale 0 is the no-effect control and ±100 the full control effect; nearly all actives have a fitted effect of over 45% in size; many of its hits are not listed in these tables
Target sequence (Q8WZA2 whole entry, looked up): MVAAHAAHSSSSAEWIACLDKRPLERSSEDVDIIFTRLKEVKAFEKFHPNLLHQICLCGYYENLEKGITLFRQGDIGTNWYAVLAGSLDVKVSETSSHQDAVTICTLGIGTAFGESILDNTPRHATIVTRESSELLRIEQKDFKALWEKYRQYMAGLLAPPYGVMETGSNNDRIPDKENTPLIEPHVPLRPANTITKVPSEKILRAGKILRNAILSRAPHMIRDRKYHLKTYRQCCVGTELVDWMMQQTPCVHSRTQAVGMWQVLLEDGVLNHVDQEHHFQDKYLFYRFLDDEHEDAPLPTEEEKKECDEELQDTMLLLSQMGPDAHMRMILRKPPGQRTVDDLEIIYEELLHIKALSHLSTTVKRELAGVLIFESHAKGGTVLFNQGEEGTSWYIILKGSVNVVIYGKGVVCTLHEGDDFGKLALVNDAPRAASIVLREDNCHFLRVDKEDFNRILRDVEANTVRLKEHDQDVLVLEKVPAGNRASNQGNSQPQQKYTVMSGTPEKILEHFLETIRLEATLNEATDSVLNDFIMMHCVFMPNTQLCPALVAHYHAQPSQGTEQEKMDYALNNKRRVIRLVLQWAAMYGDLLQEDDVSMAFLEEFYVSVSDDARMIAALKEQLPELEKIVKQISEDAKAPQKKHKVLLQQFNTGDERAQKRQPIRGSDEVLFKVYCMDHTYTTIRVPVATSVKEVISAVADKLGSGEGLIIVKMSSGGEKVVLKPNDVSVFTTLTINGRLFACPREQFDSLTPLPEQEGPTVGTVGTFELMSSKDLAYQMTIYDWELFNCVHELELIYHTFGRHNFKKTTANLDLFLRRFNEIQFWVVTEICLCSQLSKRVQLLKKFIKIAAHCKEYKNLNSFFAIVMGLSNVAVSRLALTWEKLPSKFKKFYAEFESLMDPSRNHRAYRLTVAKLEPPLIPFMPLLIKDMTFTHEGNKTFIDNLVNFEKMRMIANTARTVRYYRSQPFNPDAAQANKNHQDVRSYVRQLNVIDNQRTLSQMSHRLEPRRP
MCF10A rereplic: inducers of DNA re-replication in MCF 10A breast cells; 350,000 tested, 2.9% active; AID 624296; Potency, µM (doses to about 46.1 µM), without a hit: top-dose activity, positive = re-replication, most hits filed as activators; MCF 10A DNA re-replication, Hoechst nuclear intensity, 48 h; further: % of control where 0% means no effect; nearly all actives have a fitted effect of over 50% in size
A549 tox: counter-screen for Nrf2 inhibitors: cytotoxicity in A549 cells | 390,000 tested, 0.16% active | Potency, µM (doses to about 46 µM), without a hit: at the highest dose activity change, negative = cytotoxicity, usual class: inhibitors | A549 ARE-Fluc cells, CellTiter-Fluor viability, 18-24 h; further: on the % scale 0 is the no-effect control and ±100 the full control effect
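Cytotoxicity counterscreen: CellTiter-Fluor fluorescence was measured in A549 ARE_Fluc cells after 18-24 h of compound exposure in a concentration series. The subsequent BugLite luminescent read reports ARE-luciferase activity.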
Nrf2 ARE act: activates Nrf2 signaling. AREc32 ARE-luciferase reporter (MCF7-derived line), luminescence, 24 h. Potency, µM (titrated, usually from 46.1 µM), without a hit: at the top dose activation, actives largely listed as activators. 410,000 tested, 0.31% active. AID 624171; further: % of control where 0% means no effect; nearly all actives have a fitted effect of over 65% in size
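ARE activation measured as luciferase luminescence (Steady-Glo, 30 min RT) in AREc32_Fluc cells after 24 hr compound exposure at 37 deg C, 5% CO2; cells seeded overnight at 1000/well in OPTI-MEM, 5% FBS.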
ATXN2 expr inh: inhibitors of ATXN2 expression; HEK-293 ATXN2-luciferase reporter, luminescence, 24 h; Potency, µM (titrated, usually from 57 µM), without a hit: at the top dose activity change, negative = inhibition, most hits filed as inhibitors; 360,000 tested, 0.72% active; further: on the % scale 0 is the no-effect control and ±100 the full control effect; nearly all actives have a fitted effect of over 55% in size
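qHTS (up to 57 uM final) was run with 24 h compound exposure of reporter cells at 37 °C. Each well was multiplexed: SteadyGlo luminescence measured ATXN2-luciferase expression after a fluorogenic Gly-Phe-AFC viability readout (25 uM final).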
Nrf2 block: Nrf2 pathway inhibition. A549 ARE-Fluc reporter, luciferase luminescence, 18-24 h. Potency, µM (highest dose often 46 µM), without a hit: top-dose activity change, negative = inhibition, most hits filed as inhibitors. 360,000 tested, 2.1% active. AID 504444; further: on the % scale 0 is the no-effect control and ±100 the full control effect; nearly all actives have a fitted effect of over 60% in size
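Reporter: ARE-Fluc in A549. Exposure: 18-24 h, 37 °C, 5% CO2, 5% FBS OPTI-MEM. Readouts: fluorescent cytotoxicity (CellTiter-Fluor), then luminescent Nrf2 signal after BugLite.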
* = called active by the depositor; i = inactive; ? = inconclusive; · = no result given; [ ] = another dose, or the depositor's remark. The call rests on the fitted dose curve; in most records, active means well fitted curve in the direction sought with a large enough effect; inconclusive means small, poorly fitted or top-dose-only effect, or another doubt; inactive means no such curve, though single readings can be large; an effect the other way counts as inactive or inconclusive. Potency means the concentration at half of the fitted maximal effect.

SMILES | ATXN viability | HepG2 tox | TGFb inhibitor | EPAC2 antagonist | MCF10A rereplic | A549 tox | Nrf2 ARE act | ATXN2 expr inh | Nrf2 block
CCCCC1CC2=C(C(=O)OC(C)(C)O2)C(c2ccc(Cl)cc2)O1 (configuration not stated) | i | -18% | ? | ? | · | · | 5.0% | -1% | ·
CC(C)N(Cc1ccccc1)C(=O)COC(=O)c1ccc2ncsc2c1 | i | 0% | 9% | -9% | 1% | 0% | -0.2% | -13% | -19%
CC1CN(C)C(C)C/C1=N/Oc1ccccc1[N+](=O)[O-] (configuration not stated) | i | -36% | -12% | -1% | 0% | -5% | 21% | -12% | -4%
Cc1ccc(C)c(Cn2c3ccccc3c3cnn(CC(=O)NCCCN4CCOCC4)c(=O)c32)c1 | i | -27% | ? | -12% | 10% | 0% | 0.3% | ? | -9%
O=C(CSc1nnc(-c2cccc(S(=O)(=O)N3CCOCC3)c2)n1C1CCCCCC1)NCc1ccccc1 | ? | -17% | -34% | -2% | -5% | -3% | -0.3% | -12% | ?
COc1nc(N)c(C#N)c(-c2ccc(N(C)CCC#N)cc2)c1C#N | i | -31% | 10% | -14% | 18µM* | -7% | 0.3% | · | -29%
COC1=CC2(O)CCCC2=CC1=O (configuration not stated) | i | -34% | -13% | 5% | -36%[inhibitor] | -4% | 5.8% | 8% | 6%
COc1cc(OC)cc(-c2c(-c3cccs3)c3cc(-c4ccc(SC)cc4)ccc3n2C)c1 | i | 0% | 1% | 3% | -35%[inhibitor] | 3% | 0.1% | 9% | 19%
Cc1ccc(N2C(N)=NC(N)=NC2(C)C)c(C)c1 | i | -2% | 1% | 5% | 6% | -2% | -0.7% | 5% | -3%
Cc1ccccc1OCCCn1c(-c2ccc(Cl)cc2)nc2ccccc2c1=O | i | -12% | -4% | · | · | 2% | 2.4% | 9% | 12%
CCOC(=O)C1=C(c2ccccc2)Nc2c(c(=O)n(C)c(=O)n2C)C1c1ccc(O)c(OC)c1 (configuration not stated) | i | -7% | 0% | 0% | 7% | 8% | 3.2% | -4% | ?
O=C(c1ccccn1)C1CCCN(Cc2nc(Cc3cccc(F)c3)no2)C1 (configuration not stated) | i | -3% | -3% | -9% | 10% | -7% | 0.0% | -18% | -21%
OCC1(CCOc2ccccc2)CCN(C2Cc3ccccc3C2)CC1 | i | -25% | -8% | 2% | 18µM* | 12% | 4.4% | -24% | 5%
CCc1ccccc1NC(c1nnc(-c2cccc(F)c2)o1)c1ccc(F)cc1Cl (configuration not stated) | i | -6% | -25% | · | · | -1% | 4.4% | 3% | -6%
Oc1ccccc1N1CCN(c2nc(-c3cccs3)nc3ccccc23)CC1 | ? | -30% | ? | 3% | 1% | 13% | -0.7% | · | ?
CCOC(=O)CCC(=O)Nc1cccc([N+](=O)[O-])c1 | ? | 9% | 4% | 4% | 0% | -1% | -0.7% | 14% | 5%
CCN(CC)C(=O)C1=C(C)N(CCCN2CCCC2=O)C(=O)C(CC(=O)NC(c2ccccc2)c2ccccc2)C1 (configuration not stated) | i | -4% | 4% | 8% | · | · | 0.1% | 0% | ·
COc1ccc(/C=C(/C#N)c2nc(-c3cc4ccccc4oc3=O)cs2)cc1 | i | 2% | -14% | · | · | -8% | 4.3% | 1% | 18%
Cc1cc(Nc2ccccc2C)c2cccc(C)c2n1 | i | -33% | -39% | · | · | -20% | 5.6% | ? | ?
CCOC(=O)c1c(NC(=O)COC(=O)Cn2cnc3ccccc32)sc(C)c1C | i | -21% | 7% | 2% | 1% | -2% | 0.4% | ? | 11%
CC1(C(=O)OCC(=O)Nc2ccc(Cl)cn2)CC1(Cl)Cl (configuration not stated) | i | -52% | 1% | -8% | 11% | 9% | 4.8% | · | ?
O=C(CC1SC(=O)N(Cc2ccc(Cl)cc2)C1=O)Nc1nccs1 (configuration not stated) | ? | -9% | 10% | -6% | 1% | -9% | -0.1% | -5% | -6%
O=C1[C@H](Cc2ccccc2)NCC=CC[C@H](c2ccc(Cl)cc2)N1Cc1ccccc1 | ? | -39% | 18µM* | -23% | -41%[inhibitor] | -14% | 5.5% | ? | ?
CCN1C(=O)/C(=C2\SC(N3CCOCC3)=NC2=O)c2ccccc21 | i | 0% | 4% | 15% | 0% | 1% | 2.8% | 7% | 3%
COC(=O)Cn1cc(/C=C(/C#N)C(=O)N2CCOCC2)c2ccccc21 | i | -9% | -23% | 12% | -2% | -28% | 0.7% | -6% | ?
COc1ccc(OCC(=O)N2CCN(C(=O)c3ccco3)CC2)cc1 | i | -18% | -6% | -5% | 0% | -2% | 0.4% | 4% | -6%
COC(=O)[C@H](C)NC(=O)Nc1ccc(S(N)(=O)=O)cc1 | i | 0% | 21% | 13% | ? | 3% | -0.3% | 2% | -5%
CC(C)C1COC(c2cccc3ccccc23)=N1 (configuration not stated) | i | -13% | -13% | 4% | -7% | 3% | 8.3% | 84%[activator] | ?
CSc1nc(N2CCOCC2)c2c(c1C#N)CC(C)(C)OC2 | i | 4% | 0% | -6% | 4% | 2% | 0.1% | 3% | ?
Cc1ccc(-c2nc(-c3ccccn3)no2)cc1[N+](=O)[O-] | i | -54% | -37% | 6% | -4% | 0% | 5.8% | ? | ?
COc1ccc(/C=C2/Sc3ccc(C(=O)NCCCN4CCOCC4)cc3NC2=O)cc1OC | ? | 20µM* | 14µM* | -7% | 18µM* | -16% | ? | -38% | ?
CN1CCN(S(=O)(=O)c2ccc(NC(=O)c3ccco3)cc2)CC1 | i | -2% | 3% | 4% | -5% | -8% | -0.1% | 5% | ?
COc1ccc(-c2nc3c4ccccc4ccn3c2CN2CCOCC2)cc1OC | ? | -12% | ? | -1% | ? | -6% | ? | · | ?
COCCn1c(N)c(N(Cc2ccccc2)C(=O)c2cc3ccccc3o2)c(=O)[nH]c1=O | i | 6% | -13% | 4% | ? | -7% | 0.2% | -4% | 6%
Cc1cc(C)cc(-c2nc(-c3ccncc3)no2)c1 | i | -8% | -3% | -20% | 1% | 1% | 0.4% | 36%[activator] | ?
COc1ccccc1N1CCN(CCCNC(=O)Nc2ccccc2)CC1 | i | 0% | -8% | -8% | 1% | 0% | -0.2% | -11% | ·
Nc1c(-c2nc(-c3ccccc3)no2)nnn1CC(=O)Nc1cccc(F)c1 | i | -6% | 8% | · | · | -4% | -1.2% | -3% | 30%
O=C(Nc1ccc(S(=O)(=O)N2CCOCC2)cc1)C1CCCCC1 | i | -18% | 3% | -3% | -2% | -19% | 0.3% | -28% | -8%
CCCCN(CC)C(=O)c1ccccc1Oc1ccccc1 | i | -40% | 0% | -19% | 12% | 9% | -0.3% | -6% | -11%
Cc1ccccc1C(=O)OC1OC(=O)C(Cl)=C1Nc1ccccc1 (configuration not stated) | i | -14% | -6% | -23% | ? | -2% | 16µM* | -14%[11.3 µM] | 8.2µM*
COc1ccc(N2CCN(C(=O)C(CC(C)C)NS(=O)(=O)c3ccc4nc(C)sc4c3)CC2)cc1 (configuration not stated) | i | -26% | -1% | · | · | -10% | 0.7% | -5% | -7%
C[C@@H]1CN([C@@H](C)CO)C(=O)CCCn2nncc2CO[C@@H]1CN(C)S(=O)(=O)c1ccc2ccccc2c1 | i | -4% | -3% | -4% | · | · | 0.5% | -14% | ·
Cc1ccc(C)c(OCc2cc(C(=O)N3CCN(c4ccccc4)CC3)no2)c1 | i | -16% | -17% | -4% | 5% | -1% | 0.5% | 19% | ?
COc1ccc(CNC(=O)c2cccnc2SC)cc1OC | i | -2% | 13% | 8% | -3% | 1% | -0.5% | -19% | 8%
COc1ccc(-c2nc3c(c(SCC(=O)N(C)c4ccccc4)n2)Cc2cc(C)ccc2O3)cc1 | i | -17% | 1% | · | · | 0% | 6.2% | 5% | 11%
COc1ccccc1CNC(=O)Cn1ccc2cc(S(=O)(=O)N3CCCC3)ccc21 | i | 0% | 2% | 3% | 7% | 11% | 0.4% | 7% | 16%
O=C(NC1=NCCS1)c1sc2cc(F)ccc2c1Cl | i | -3% | ? | -1% | 7% | -4% | 22% | 64%[activator] | ?
Cc1cc(-c2csc(NC(=O)c3ccc(=O)[nH]c3)n2)c(C)n1Cc1ccccc1 | ? | 1% | -4% | 17% | -11% | -3% | -0.7% | · | -22%
Cn1c(NC(=O)/C=C/c2ccccc2)cc(=O)n(C)c1=O | i | 1% | 14% | 7% | 8% | -2% | 7.1µM* | 100%[activator] | ?
COc1ccc(C(CNC(=O)c2ccc(NS(=O)(=O)c3ccc(F)c(C)c3)cc2)N(C)C)cc1 (configuration not stated) | i | -31% | 0% | -6% | 7% | -12% | 1.6% | 13% | 17%
Clc1ccc(CNc2nc(N3CCOCC3)nc(N3CCOCC3)n2)cc1 | i | 2% | 6% | 0% | 13% | 6% | 2.9% | -8% | -4%
C=CCN1CCc2c(cc(O)c(O)c2Br)[C@@H](c2ccccc2)C1 | i | -50% | -29% | -26% | -2% | 5% | -0.4% | 1% | 5%
Cc1ccn(C)c(=N)c1 | i | -3% | -6% | -4% | -1% | 0% | 0.0% | · | -2%

Sorted by length of the SMILES (highest first): part of the list above.
SMILES | ATXN viability | HepG2 tox | TGFb inhibitor | EPAC2 antagonist | MCF10A rereplic | A549 tox | Nrf2 ARE act | ATXN2 expr inh | Nrf2 block
C[C@@H]1CN([C@@H](C)CO)C(=O)CCCn2nncc2CO[C@@H]1CN(C)S(=O)(=O)c1ccc2ccccc2c1 | i | -4% | -3% | -4% | · | · | 0.5% | -14% | ·
COc1ccc(C(CNC(=O)c2ccc(NS(=O)(=O)c3ccc(F)c(C)c3)cc2)N(C)C)cc1 (configuration not stated) | i | -31% | 0% | -6% | 7% | -12% | 1.6% | 13% | 17%
COc1ccc(-c2nc3c(c(SCC(=O)N(C)c4ccccc4)n2)Cc2cc(C)ccc2O3)cc1 | i | -17% | 1% | · | · | 0% | 6.2% | 5% | 11%
COc1ccccc1CNC(=O)Cn1ccc2cc(S(=O)(=O)N3CCCC3)ccc21 | i | 0% | 2% | 3% | 7% | 11% | 0.4% | 7% | 16%
Cn1c(NC(=O)/C=C/c2ccccc2)cc(=O)n(C)c1=O | i | 1% | 14% | 7% | 8% | -2% | 7.1µM* | 100%[activator] | ?

Screening results (PubChem BioAssay)

Only part of the results is shown (hit frequency here may not be typical).
